ARNT TACC3 PPI – disrupts binding between human ARNT and TACC3; hit rate 0.66% among 390,000; AlphaScreen His-ARNT PAS-B/GST-TACC3 binding, luminescence; TACC3 fragment carries E629A point mutation; inhibition, % at 9.99 µM; AID 623870; Q9Y6A5;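 active = mean inhibition of replicates at least 50% and at least half of replicates each reaching 50%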;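 also: 0% = complete ARNT plus TACC3 wells and 100% = ARNT alone without TACC3; many hits fall short of the cut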
RAD54 branch – RAD54 (human) branch migration inhibition | Q92698 | RAD54 Holliday junction branch migration, FAM/BHQ fluorescence | inhibition, % at 10.4 µM | hit rate 0.14% among 360,000;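 active = mean normalized replicate activity at least 40 and at least half of replicates scoring 40 or more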;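 also: 0% = median of neutral control wells and 100% = median of positive control wells; inhibitors cause a drop in the FAM fluorescence signal; in these data hits start at about 50%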
Target sequence (Q92698 whole entry, looked up): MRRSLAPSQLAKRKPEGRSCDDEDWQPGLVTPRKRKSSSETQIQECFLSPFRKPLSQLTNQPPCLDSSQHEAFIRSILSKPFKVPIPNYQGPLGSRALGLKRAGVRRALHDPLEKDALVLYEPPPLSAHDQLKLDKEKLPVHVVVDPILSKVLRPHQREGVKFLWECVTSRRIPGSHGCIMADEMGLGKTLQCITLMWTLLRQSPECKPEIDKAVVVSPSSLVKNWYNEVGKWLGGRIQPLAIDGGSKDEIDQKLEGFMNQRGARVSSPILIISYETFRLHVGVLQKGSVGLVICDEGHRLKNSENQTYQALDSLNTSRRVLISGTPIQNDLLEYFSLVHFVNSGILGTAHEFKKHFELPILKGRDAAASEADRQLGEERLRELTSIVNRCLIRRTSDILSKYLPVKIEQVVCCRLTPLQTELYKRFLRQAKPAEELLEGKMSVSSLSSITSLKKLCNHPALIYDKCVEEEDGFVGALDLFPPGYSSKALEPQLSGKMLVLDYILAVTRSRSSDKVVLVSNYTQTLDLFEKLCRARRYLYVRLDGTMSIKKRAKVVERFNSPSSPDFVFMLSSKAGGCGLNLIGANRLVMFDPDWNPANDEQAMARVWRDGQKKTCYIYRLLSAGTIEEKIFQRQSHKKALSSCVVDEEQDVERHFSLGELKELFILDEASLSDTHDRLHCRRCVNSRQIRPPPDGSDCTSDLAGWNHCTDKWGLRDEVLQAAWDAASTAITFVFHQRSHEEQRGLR
esBAF inh – SWI/SNF esBAF complex inhibition; mouse ES cells, Bmi1-luciferase knock-in reporter, 24 h; 100% = twice the neutral-well signal; reporter increase, % at 12.5 µM; hit rate 2% among 350,000; AID 602393; in the data active = activation above about 40%;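 also: 0% = median of the plate's neutral control wells and 100% = double that signal; a rise in the Bmi1 reporter signal indicates esBAF inhibition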
Starred values were filed as active, the others as inactive.

SMILES | ARNT TACC3 PPI | RAD54 branch | esBAF inh
COc1ccc2c(-c3ccc(OCCN4CCCCC4)cc3)c(-c3ccccc3OC)sc2c1 | 7 | 6 | -16
CCSc1ncc(Cl)c(C(=O)Nc2ccc(S(=O)(=O)Nc3onc(C)c3C)cc2)n1 | -1 | -7 | -11
O=C(Oc1cc(=O)oc2ccccc12)c1ccco1 | -7 | 0 | -4
CCOC(=O)N1CCN(C(=O)C2CCN(S(=O)(=O)c3ccc(C)cc3)CC2)CC1 | -3 | 6 | -1
Cc1cccc(-c2nnc(-c3ccc(N)cc3)o2)c1 | -11 | -12 | 4
Cc1cc(=O)[nH]c(SCC(=O)O)c1C#N | -10 | -5 | -9
C=C(C)COc1ccc2c(C)c(CC(=O)OC)c(=O)oc2c1C | 24 | 2 | 19
Cc1n[nH]c(C)c1-c1nc2ccccc2[nH]1 | 20 | 1 | 10
O=C(CSc1nnc(Cc2ccccc2)n1-c1ccccc1)N1CCOCC1 | -1 | 3 | 5
ONC(=Nc1ccccc1)c1ccc(Cl)cc1 | 5 | 0 | 8
Cc1cc(Nc2ccc(C)c(F)c2)n2ncnc2n1 | 1 | 0 | -8
Cc1c(CCO)c(=O)n(-c2ccccc2)n1S(=O)(=O)c1c(Cl)cc(Cl)cc1Cl | 57* | -5 | 4
O=C(CCN1C(=O)C2CC=C(Cl)CC2C1=O)N1CCCCC1 (stereo unspecified) | -5 | -9 | -7
O=C(O)Cc1ccc(C(=O)c2ccc(Cl)cc2)s1 | -18 | -5 | -1
NC(N)=Nc1nc(CCN2C(=O)c3ccccc3C2=O)cs1 | -10 | 10 | -10
CCOc1ccc(OCc2ccc(C(=O)NCc3ccncc3)o2)cc1 | 4 | 1 | 10
CCCOc1cccc(OCCSc2nc(C)cc(=O)[nH]2)c1 | -10 | 9 | 22
O=C1c2ccccc2NC(c2ccc3c(c2)OCCO3)N1c1ccc2c(c1)OCCO2 (stereo unspecified) | 8 | -1 | -49
CC(C)(C)c1ccc(OC(=O)Cn2c(C(F)(F)F)nc3ccccc32)cc1 | -6 | -6 | -5
CCOC(=O)CNC(=O)Cn1cnc2c(nnn2-c2ccccc2)c1=O | 1 | 1 | 4
CCCN1CCN(C(c2cc3cc4c(cc3[nH]c2=O)OCO4)c2nnnn2C(C)(C)C)CC1 (stereo unspecified) | -4 | -5 | -9
CCOC(=O)C1=C(C)SC2=NS(=O)(=O)CCN21 | -4 | -10 | -3
CN1CCN(P(=O)(c2ccccc2)c2nc3ccccc3s2)CC1 (stereo unspecified) | -1 | 0 | -1
CN(CCOc1ccccc1)S(=O)(=O)c1ccc2oc3ccccc3c2c1 | -6 | 2 | 6
COc1ccc(C(C#N)Nc2ccc(C)cc2)cc1 (stereo unspecified) | -6 | -18 | 5

The listing continues:
SMILES | ARNT TACC3 PPI | RAD54 branch | esBAF inh
Oc1ccc(-c2[nH]nc(-c3ccccc3)c2-c2nc3ccccc3[nH]2)cc1 | -3 | 4 | 0
Cc1ccccc1-n1nc(C)c2cc(C(=O)N3CCN(S(=O)(=O)c4ccc(Cl)cc4)CC3)sc21 | -77 | -16 | 9
Cc1nc2c3ccccc3nc(NNC(=O)CCC(=O)NCCN3CCN(c4ccccc4F)CC3)n2n1 | -4 | 6 | -3
Cc1nnsc1-c1nc2ccccc2[nH]1 | -3 | -2 | 1
CCCCN(C(=O)CNC(=O)c1ccco1)C(C(=O)NC1CCCC1)c1ccc(OC)cc1 (stereo unspecified) | 16 | -1 | -8
CC1CCCN(C(=O)c2ccc3c(=O)n(Cc4ccc5c(c4)OCO5)c(=S)[nH]c3c2)C1 (stereo unspecified) | -4 | -7 | -8
O=c1oc2ccccc2c(O)c1/C=N/c1ncccn1 | 8 | -9 | -3
CN(C(=O)C1CCOC1)c1nnc(-c2cccnc2)s1 (stereo unspecified) | 20 | -4 | 17
CNc1ncc(C(=O)C(C)(C)C)s1 | -2 | 6 | -3
O=C(NCc1ccccc1)c1cc(=O)nc2sc(-c3ccccc3)nn12 | 1 | -2 | -11
CC(=O)c1ccc(N2CCN(C(=O)c3ccco3)CC2)c(F)c1 | -4 | 2 | 29
O=C(CSc1nnc(Cc2ccccc2)n1C1CCCCC1)N1CCOCC1 | -9 | -14 | 37
Cc1cc2cc(CN(Cc3ccc4c(c3)OCO4)Cc3nnnn3C3CCCC3)c(=O)[nH]c2cc1C | -11 | 29 | -10
COc1ccc(NC(=O)CN2CCOCC2)cc1 | 0 | -4 | 14
CSC(=NC#N)N1CCN(c2cccc(Cl)c2)CC1 | -1 | 8 | -5
COC(=O)c1ccc(CSc2nnc(NC(C)C)s2)cc1 | 10 | 15 | 4
Cc1nnc(SC(C)C(=O)NCC2CCCO2)n1-c1ccccc1 (stereo unspecified) | -11 | -16 | -2
COCC(=O)Nc1ccc(Nc2ccccc2)cc1 | 3 | -15 | 3
Cc1ccc(-c2n[nH]c(=O)c3ccccc23)cc1N | -2 | -1 | -4
Cc1cc(C)n(-c2ccc(C(=O)Nc3sccc3C(N)=O)cc2)n1 | -5 | -2 | -46
COC(=O)c1ccccc1NC1=C/C(=N\S(=O)(=O)c2ccc(C(=O)O)cc2)c2ccccc2C1=O | 72* | -7 | -3
CCCc1cc(=O)[nH]c(SCC(=O)N2CCC(C(=O)OCC)CC2)n1 | -2 | 2 | 5
COC(=O)C1C(=O)/C(=C(/C)N2CCCC2)C(=O)CC1(C)C (stereo unspecified) | -28 | -9 | -7
CC(C)c1ccc(OCC(O)Cn2cnc3ccccc32)cc1 (stereo unspecified) | 8 | -2 | 9
COc1ccc(Nc2nc3ccccc3n3nnnc23)cc1 | 7 | -1 | 5

An excerpt of these results, as a markdown table:
| Molecule | ARNT TACC3 PPI | RAD54 branch | esBAF inh |
| --- | --- | --- | --- |
| Cc1cc2cc(CN(Cc3ccc4c(c3)OCO4)Cc3nnnn3C3CCCC3)c(=O)[nH]c2cc1C | -11 | 29 | -10 |
| COc1ccc(NC(=O)CN2CCOCC2)cc1 | 0 | -4 | 14 |
| CSC(=NC#N)N1CCN(c2cccc(Cl)c2)CC1 | -1 | 8 | -5 |
| COC(=O)c1ccc(CSc2nnc(NC(C)C)s2)cc1 | 10 | 15 | 4 |

Three structures already listed, sorted by SMILES length, falling:
SMILES | ARNT TACC3 PPI | RAD54 branch | esBAF inh
COC(=O)c1ccccc1NC1=C/C(=N\S(=O)(=O)c2ccc(C(=O)O)cc2)c2ccccc2C1=O | 72* | -7 | -3
CCCc1cc(=O)[nH]c(SCC(=O)N2CCC(C(=O)OCC)CC2)n1 | -2 | 2 | 5
COCC(=O)Nc1ccc(Nc2ccccc2)cc1 | 3 | -15 | 3

Next section.
SMILES | ARNT TACC3 PPI | RAD54 branch | esBAF inh
COc1ccc(Nc2nnc(SCC(=O)Nc3cc(C)on3)s2)cc1 | 2 | 11 | -1
COCCn1c(C)cc(C(=O)COC(=O)c2c(C)nn(Cc3ccccc3)c2C)c1C | 8 | -15 | -11
O=C1CC(c2ccccc2)n2nc(NC(=O)c3cccs3)nc2N1 (stereo unspecified) | -2 | -1 | -8
COc1ccc(N2C(=O)C(Cl)=C(Nc3ccccc3O)C2=O)cc1 | 8 | 8 | 30
N#Cc1nc(Cc2cccc3ccccc23)oc1NCCN1CCOCC1 | 9 | 3 | 5
Cc1ccc(-c2nc3sc4c(c3c(=O)n2N)CCCC4)cc1 | -2 | -2 | 7
Cc1occc1-c1n[nH]c(=S)n1CC(C)C | 4 | -9 | 3
CCN(CCC(=O)Nc1cc(OC)cc(OC)c1)Cc1ccccc1 | -7 | 1 | 4
Cn1c(COc2ccc3ccccc3c2)nnc1SCC(=O)O | 2 | 2 | -2
CC(=O)N1CC=C2C(C#N)=C(N)C(C#N)(C#N)[C@H](c3ccoc3)[C@H]2C1 | 11 | -39 | 6
N/C(Cc1cccs1)=N\OC(=O)COc1ccc(Br)cc1Cl | -10 | 5 | 16
O=C(CCS(=O)CCC(=O)NCc1ccccc1)NCc1ccccc1 | 19 | -12 | 2
Cc1csc(NC(=O)C(NS(=O)(=O)c2ccc(Br)s2)c2ccccc2)n1 (stereo unspecified) | 1 | 0 | -2
CC1=C(C)CC(C(=O)NCc2c(F)cccc2Cl)C(C(=O)O)C1 (stereo unspecified) | -6 | 9 | -4
Cc1cc(Cl)ccc1OCCCC(=O)N1CCN(C)CC1 | 13 | -11 | 4
COc1ccc(C)cc1S(=O)(=O)N1CCCC(C(=O)NCC2CCCO2)C1 (stereo unspecified) | -2 | 0 | -1
Cc1c(C(=O)N2CCN(c3ncccn3)CC2)sc2nc3n(c(=O)c12)CCCC3 | 0 | -4 | 0
COCCn1c(C)cc(C(=O)CSc2nc(C)nc3sc4c(c23)CCC4)c1C | -4 | 0 | -3
COc1ccc(NC(=O)CCSc2cc(C)c3ccccc3n2)cc1 | 7 | 3 | 4
Cc1ccccc1NC(=O)c1ccc(-n2cncn2)nc1 | -4 | 3 | -3
C=CCC(C#Cc1ccc(C)cc1)N(CC)CC (stereo unspecified) | -6 | -8 | -9
O=C(Cn1nc(Cl)nc1Cl)Nc1ccccc1 | 6 | -7 | -7
Cc1cccc(NC(=O)COc2ccccc2C)n1 | -5 | 7 | 44*
O=C(O)CCN1C(=O)c2ccc(Oc3ccc4c(c3)C(=O)N(CCC(=O)O)C4=O)cc2C1=O | -5 | 0 | -7
CCCn1c(=O)c(C(=O)Nc2ccccc2C(=O)OC)c(O)c2ccccc21 | -5 | -1 | -2

Continuation.
SMILES | ARNT TACC3 PPI | RAD54 branch | esBAF inh
COc1ccc(CC(=O)N2CC3(C)CC2CC(C)(C)C3)cc1OC (stereo unspecified) | -8 | 5 | 3
CC(C)(C)OC(=O)N1CC(O)CC1C(=O)OCC(=O)c1ccccc1 (stereo unspecified) | -6 | -4 | -7
O=C(C1CCC(=O)N1Cc1ccccc1Cl)N1CCN(c2ccc(F)cc2)CC1 (stereo unspecified) | 13 | 6 | -1
C[N+](C)(C)CCN(Cc1ccc(Cl)cc1)c1ccccn1 | -7 | 4 | -1
O=C(C1=C(O)/C(=C/c2ccc(O)cc2)CCC1)C(F)(F)F | 2 | -8 | 12
C#CCOCCOCCOCCNc1nc(N2CCN(C(=O)CCCCCCCCCCNC(=O)[C@@H](CCC(=O)O)n3cc(CCCCCN)nn3)CC2)nc(N2CCN(C(=O)CCCCCCCCCCNC(=O)[C@H](CO)n3cc(CCCSC)nn3)CC2)n1 | -7 | -11 | -2
N#Cc1nc(-c2ccc(F)cc2)oc1N1CCCC1 | 13 | 1 | -3
O=C(COC(=O)COc1ccccc1Cl)Nc1ccccc1OC(F)F | -3 | 9 | -1
C[C@]12c3[nH]c4cc(-c5ccco5)ccc4c3CCN1C(=O)[C@@H](CC(=O)NCCC1=CCCCC1)C[C@@H]2C(=O)N1CCOCC1 | 0 | -17 | 8
CCOc1ccc2c(c1)c1nnc(SCC(=O)N3CCCCC3C)nc1n2C (stereo unspecified) | 4 | -5 | -1
CS(=O)(=O)N(CC(=O)O)c1cc(Cl)cc(Cl)c1 | -3 | -10 | -11
COC(=O)n1c(=O)oc2ccccc21 | -9 | 8 | -5
c1ccc(CCc2nn3c(Cn4nnc5ccccc54)nnc3s2)cc1 | -3 | 10 | 3
CCCCOC(=O)c1cccc(NC(=O)CCC(=O)O)c1 | -7 | -3 | -5
Cc1cc(C)cc(N2C(=O)CC(n3nc(C)cc3C)C2=O)c1 (stereo unspecified) | -16 | -3 | -3
CCOC(=O)c1oc2ccccc2c1CN1CCN(c2ccccc2)CC1 | 6 | -21 | -9
FC(F)(F)c1ccc(N2CCN(c3cc(-c4ccccc4)nc4ncnn34)CC2)nc1 | -7 | 11 | 5
CCOC(=O)Nc1ccc2c(c1)N(C(=O)CCN1CCN(C)CC1)c1ccccc1S2 | -2 | 0 | -12
COc1ccccc1N1CCN(/N=C/C=C\c2ccco2)CC1 | 18 | 3 | 11
CCOCCCNS(=O)(=O)c1ccccc1 | 1 | 3 | 7
CC1=CC(C)(C)Nc2ccc(OC(=O)C(C)N3C(=O)c4ccccc4C3=O)cc21 (stereo unspecified) | -2 | 2 | -54
COc1ccc(N2CCN(C3CC(=O)NC3=O)CC2)cc1 (stereo unspecified) | -9 | 11 | -3
O=c1c(Cl)c(NCCCO)cnn1-c1nc2ccccc2[nH]1 | -1 | 18 | -16
N/C(=N\OS(=O)(=O)c1ccc(Br)cc1)c1ccncc1 | -1 | 0 | 1
Cc1cc(C)n(-c2cc(C)c(C)cc2Br)n1 | -2 | -7 | -4

New compounds follow
SMILES | ARNT TACC3 PPI | RAD54 branch | esBAF inh
CCOC(=O)Cc1nnc(NC(=O)CSc2ccccc2)s1 | 15 | -4 | -10
O=C(CC(C(=O)O)C1CCCO1)NCc1ccccc1 (stereo unspecified) | -2 | -10 | -5
CC(=O)Nc1ccc(-c2nc3c(C)cccc3[nH]2)cc1 | 4 | -1 | 60*
CCOC(=O)Cc1csc(NC(=O)CSc2nnc(-c3ccc(OC)cc3)n2C)n1 | -1 | 2 | 0
c1ccc2c(c1)[nH]c1nc(SCCN3CCOCC3)nnc12 | 5 | -11 | 20
O=C1C2ON(c3ccccc3)C(c3ccccc3F)C2C(=O)N1c1ccccc1 (stereo unspecified) | -10 | -7 | 8
CCc1ccc2nc(SCC(=O)N3CC(=O)Nc4ccccc43)c(C#N)cc2c1 | -3 | 1 | 1
COC(=O)c1cn(NC(=O)c2cnccn2)c(=O)c2ccccc12 | 63* | -2 | -9
CCOc1cccc(-c2c(C(=O)N/N=C/c3ccco3)nnn2-c2nonc2N)c1 | 5 | 1 | -1
Cc1cc(C)n(CC(O)COCc2ccco2)n1 (stereo unspecified) | -4 | -12 | -9
CCCCCOC(=O)NCC(O)c1ccccc1 (stereo unspecified) | -11 | -16 | -6

These rows are one share of the data (hit frequency here may not be typical).
